MK inhibit = blocks S. pneumoniae mevalonate kinase; 0.48% of 65,000 active; purified MK, PK/LDH-coupled NADH absorbance 340 nm; inhibition, % at 10 µM;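 active means ranked among the strongest by inhibition in the single 10 µM screen, a fixed top-ranked set picked for dose follow-up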; further: no value below 0 was filed
HPDE-C7K KRASV12 = viability loss of HPDE-C7K cells – cell-based, fluorescence, HTS, primary screen (AID 431); HPDE-C7K KRASV12 cells, Alamar Blue viability, 48 h; higher % means a stronger effect; 1.7% of 63,000 active; one-dose cytotoxicity, % at 10 µM; EC50 in µM for titrated hits;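 active means compounds whose percent cytotoxicity in the single-dose primary screen, scaled between solvent and toxic-drug controls, exceeds 50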;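 further: 0% = DMSO solvent wells and 100% = doxorubicin-treated wells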
DPM-DC inhibit = blocks S. pneumoniae diphosphomevalonate decarboxylase; purified DPM-DC, PK/LDH coupled NADH fluorescence; calls only at 10 µM; 0.49% of 65,000 active;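 active means the 320 compounds with the highest percent inhibition in the single-dose primary screen, excluding strongly autofluorescent ones, cut at about 32% in these data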;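 further: kinetic rate of NADH fluorescence loss reporting ADP formed by the decarboxylase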
Alkaline phosphatase = inhibition of tissue-nonspecific alkaline phosphatase – biochemical, luminescent (AID 518); purified TNAP enzyme, luminescent substrate readout; higher % means a stronger effect; inhibition, % at 20 µM, or IC50 in µM where a hit was titrated; 0.09% of 64,000 active; in the data active means a potency from the dose series; inactive means the rest, 99 in 100 with inhibition below about 22%;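 further: plate controls were vehicle for no effect and reference inhibitor for full effect; many of its hits are not listed in these tables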
LYP inhibition = inhibition of human PTPN22 tyrosine phosphatase – biochemical, DiFMUP fluorescence, recombinant catalytic domain, 10 µM, primary screen (AID 606). recombinant LYP catalytic domain, DiFMUP fluorescence; higher % means a stronger effect. inhibition, % at 10 µM, or IC50 in µM where a hit was titrated. 52,000 tested, under 10 active;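 active means IC50 under 40 µM in the dose-response test; inactive means IC50 of 40 µM or more, or never dose-tested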
Bfl-1 displacement = displacement of Bid BH3 peptide from Bfl-1 – biochemical, fluorescence polarization, FITC-Bid, mouse, primary screen (AID 432); FITC-Bid BH3 peptide fluorescence polarization displacement; higher % means a stronger effect; displacement, % at 20 µM, or IC50 in µM where a hit was titrated; 0.02% of 64,000 active; in the data active means a potency from the dose series; inactive means the rest, 99 in 100 with displacement below about 15%; further: strong numbers were not always called active
PMK inhibit = inhibitors of Streptococcus pneumoniae phosphomevalonate kinase; purified PMK, PK/LDH-coupled NADH absorbance 340 nm; inhibition, % at 10 µM; 0.49% of 65,000 active;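 active means top-ranked compounds by inhibition in the single 10 µM screen, taking a fixed number of the strongest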;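 further: 0% = full reaction with DMSO carrier and 100% = background rate without enzyme reaction; no value below 0 was filed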
HT1080 viability = HT1080 cell viability loss – fluorescence readout (AID 620); 0.42% of 87,000 active; HT1080 viability, fluorescence; higher % means a stronger effect; cytotoxicity, % at 10 µM, or EC50 in µM where a hit was titrated;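 further: cells exposed to compound overnight then 4 h with Alamar Blue; 0% = vehicle DMSO and 100% = killing control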
HPDE-C7 cytotoxicity = cytotoxicity in HPDE-C7 cells, cell-based, fluorescence, HTS (AID 430); HPDE-C7 pancreatic duct cells viability, fluorescence; higher % means a stronger effect; cytotoxicity, % at 10 µM, or EC50 in µM where a hit was titrated; 1.8% of 63,000 active;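 further: cells exposed to compound for 48 hours before viability readout; 0% = vehicle and 100% = reference cytotoxic drug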
PMK inhibit pilot replicates = further read-out of PMK inhibit, marked with its call; inhibition, %; measured here: pilot screen replicates
MK inhibit pilot replicates = second read-out of MK inhibit, no call of its own (marks repeat the call); inhibition, %; measured here: pilot screen replicates
DPM-DC inhibit pilot screen % = second read-out of DPM-DC inhibit, no call of its own (marks repeat the call); inhibition, %; measured here: pilot screen trials
Starred values were filed as active, the others as inactive; i = inactive; . = not tested or not shown; + = active, no number. Unless noted, no stated cut-off is given here; in the data, active means cytotoxicity above about 50%; inactive means the rest.

SMILES	MK inhibit	HPDE-C7K KRASV12	DPM-DC inhibit	Alkaline phosphatase	LYP inhibition	Bfl-1 displacement	PMK inhibit	HT1080 viability	HPDE-C7 cytotoxicity	others
Cc1cc(=O)oc(C)c1C(=O)NCCC(C)C	4	-12%	i	2%	8%	-5%	20	3%	-15%
COCCCN1Cc2cccc(C(=O)O)c2C1=O	2	3%	i	2%	15%	-1%	1	3%	-7%
CCOc1cc2[nH]c(=O)n(CC3CCC(C(=O)NC4CCCCC4)CC3)c(=O)c2cc1OCC (stereo not drawn)	9	0%	i	-1%	-18%	5%	6	-4%	-9%
CCCCNC(=O)c1ccc2c(c1)N(CC)C(=O)CS2	0	-8%	i	6%	12%	-2%	15	-2%	1%
CC(CC1C(C#N)=C(N)OC2=C1C(=O)CCC2)c1ccccc1 (stereo not drawn)	5	-3%	i	13%	12%	9%	15	6%	1%
CCOc1ccc(C(=O)N2CCCC2C(=O)O)cc1 (stereo not drawn)	0	3%	i	13%	.	2%	17	-3%	-7%
CCOC(=O)c1ccccc1NC(=O)CSc1nnc(Cc2cccn2C)n1-c1ccc(C)cc1	6	10%	i	7%	6%	-3%	7	-2%	27%
COc1ccc(CCNc2nc(N3CCOCC3)nc(N3CCOCC3)n2)cc1OC	7	-10%	i	9%	3%	2%	9	.	5%	PMK inhibit pilot replicates=1.0;MK inhibit pilot replicates=0.0;DPM-DC inhibit pilot screen %=2.5
CCS(=O)(=O)N1CCC(C(=O)NCCCOC)CC1	7	-15%	i	10%	.	3%	13	-2%	-11%
COc1cc(CNC2CCCCCC2)cc(OC)c1O	6	-17%	i	6%	18%	1%	0	3%	-16%
Cc1nc2oc3c(NCc4ccccn4)ncnc3c2c2c1COC(C)(C)C2	0	3%	+	8%	1%	-7%	3	2%	-2%	PMK inhibit pilot replicates=1.0;MK inhibit pilot replicates=0.0;DPM-DC inhibit pilot screen %=10*
CCOc1ccc2[nH]c(=O)c(CN(CCN3CCOCC3)Cc3nnnn3C(C)(C)CC)cc2c1	6	-2%	i	0%	.	-3%	15	-19%	-7%
CCN(CC)C(=O)CN(c1ccc(F)c(Cl)c1)S(C)(=O)=O	3	-10%	i	5%	8%	-2%	2	2%	-12%
c1ccc2nc3[nH]cnc3nc2c1	10	1%	i	4%	13%	-7%	0	7%	12%
Cc1nn(-c2ccccc2)c(Cl)c1C1C(C#N)=C(N)OC2=C1C(=O)CCC2 (stereo not drawn)	4	-11%	i	6%	-2%	-6%	2	-1%	-21%

Retrieved by compound from the entries so far (2):
SMILES	MK inhibit	HPDE-C7K KRASV12	DPM-DC inhibit	Alkaline phosphatase	LYP inhibition	Bfl-1 displacement	PMK inhibit	HT1080 viability	HPDE-C7 cytotoxicity	others
c1ccc2nc3[nH]cnc3nc2c1	10	1%	i	4%	13%	-7%	0	7%	12%
CCCCNC(=O)c1ccc2c(c1)N(CC)C(=O)CS2	0	-8%	i	6%	12%	-2%	15	-2%	1%

The listing picks up, starting 4 compounds before the break.
SMILES	MK inhibit	HPDE-C7K KRASV12	DPM-DC inhibit	Alkaline phosphatase	LYP inhibition	Bfl-1 displacement	PMK inhibit	HT1080 viability	HPDE-C7 cytotoxicity	others
CCOc1ccc2[nH]c(=O)c(CN(CCN3CCOCC3)Cc3nnnn3C(C)(C)CC)cc2c1	6	-2%	i	0%	.	-3%	15	-19%	-7%
CCN(CC)C(=O)CN(c1ccc(F)c(Cl)c1)S(C)(=O)=O	3	-10%	i	5%	8%	-2%	2	2%	-12%
c1ccc2nc3[nH]cnc3nc2c1	10	1%	i	4%	13%	-7%	0	7%	12%
Cc1nn(-c2ccccc2)c(Cl)c1C1C(C#N)=C(N)OC2=C1C(=O)CCC2 (stereo not drawn)	4	-11%	i	6%	-2%	-6%	2	-1%	-21%
C/C(CC1(O)/C(=N/O)CCc2nonc21)=N\O (stereo not drawn)	2	-1%	i	8%	-5%	-5%	3	1%	1%
O=C(NC1CCCCC1)C1c2ccccc2C(=O)N1Cc1ccco1 (stereo not drawn)	7	0%	i	5%	3%	-1%	17	3%	-2%
O=C(COC(=O)CCC(=O)c1cccs1)NCc1ccco1	0	20%	i	20%	2%	2%	16	-6%	3%	PMK inhibit pilot replicates=7.5;MK inhibit pilot replicates=2.0;DPM-DC inhibit pilot screen %=0.5
CCN(CC)c1cc(Oc2ccccc2)ncn1	10	-3%	i	12%	2%	-7%	0	-9%	-8%
C=CCn1c(SCC(=O)Nc2ccc3c(c2)CCC3)nnc1-c1cccs1	20	4%	i	6%	.	-10%	13	-8%	0%
CCC(=O)Nc1ccc(F)c(Cl)c1	14	2%	i	8%	3%	-8%	0	1%	-11%	PMK inhibit pilot replicates=3.5;MK inhibit pilot replicates=0.0;DPM-DC inhibit pilot screen %=0.5
CCOC(=O)Cc1nnc(NC(=O)c2ncn[nH]2)s1	7	0%	i	1%	14%	-5%	0	-8%	2%	PMK inhibit pilot replicates=0.0;MK inhibit pilot replicates=0.0;DPM-DC inhibit pilot screen %=2.0
Cc1ccc(-n2ncc3c(=O)n(CC(=O)N4CCCCCC4)cnc32)cc1	6	-38%	i	2%	-5%	-20%	12	-2%	-16%
N=c1c(C(=O)NCc2ccccc2)cc2c(=O)n3ccccc3nc2n1Cc1ccco1	0	39%	i	31%	-6%	-11%	0	15%	2%	PMK inhibit pilot replicates=5.0;MK inhibit pilot replicates=0.5;DPM-DC inhibit pilot screen %=20
O=C(CC(C(=O)O)C1CCCO1)NCCc1ccc2c(c1)OCO2 (stereo not drawn)	0	-10%	i	10%	.	-6%	24	-19%	-3%
Cc1nc2scc(-c3cccs3)c2c(=O)o1	5	14%	i	4%	9%	-3%	8	0%	21%
CCOc1ccc(C(=O)NCC(=O)OC(C)C(=O)NCc2ccco2)cc1OCC (stereo not drawn)	4	3%	i	6%	.	4%	16	3%	-3%
COc1ccc(CNC(=O)NC2CCCCC2)cc1	12	-14%	i	5%	3%	-4%	11	2%	-5%
Cc1c(C)[n+](=O)c2c(n1[O-])CCCCC2	9	-2%	i	19%	1%	-9%	11	11%	-2%	PMK inhibit pilot replicates=5.5;MK inhibit pilot replicates=0.0;DPM-DC inhibit pilot screen %=3.5
Cc1ccc(Cl)c(OCC(=O)Nc2ccc3c(c2)OCCO3)c1	5	-2%	i	3%	2%	5%	8	-2%	-9%
CC(C)(O)/C=C1/Oc2ccccc2C1N1CCCCC1 (stereo not drawn)	6	-6%	i	8%	-12%	-13%	4	18%	-16%
CCCCN(C)C(=O)c1c[nH]c2ccc(S(=O)(=O)N3CCOCC3)cc2c1=O	0	-10%	.	-3%	-1%	-1%	8	-2%	-23%
COc1cc(OC)cc(C(=O)Nn2cc(C(=O)N3CCN(C)CC3)c3ccccc3c2=O)c1	7	-6%	i	11%	3%	-2%	1	-12%	0%
Cc1cc(C(=O)NCc2cccs2)n(-c2ccccc2)n1	8	7%	i	12%	8%	1%	11	-6%	-7%
CC(C)(C)c1nnc2sc(SCC(=O)c3cccs3)nn2c1=O	0	.	i	9%	0%	1%	12	1%	.
COc1ccc(C2=NOC(C(=O)N3CCN(c4ccccc4OC)CC3)C2)cc1 (stereo not drawn)	8	-6%	i	-4%	11%	1%	6	-6%	-13%
Cc1nc2nc(C)c(CCC(=O)N3CCN(c4ccccn4)CC3)c(C)n2n1	8	-11%	i	0%	3%	0%	4	-7%	-18%
CCC(CC)C(=O)N1c2ccc(F)cc2CCC1C (stereo not drawn)	7	-7%	i	-1%	-12%	-2%	16	-9%	4%
O=C1CC(c2ccc(S(=O)(=O)NCc3ccncc3)cc2)CN1 (stereo not drawn)	4	12%	i	6%	6%	3%	0	-1%	4%
O=C(NCC(c1cccnc1)N1CCN(c2ccccc2F)CC1)C1CCCCC1 (stereo not drawn)	0	-5%	i	9%	9%	-3%	25	.	-7%
O=C(NCCS(=O)CCNC(=O)C(F)(F)F)C(F)(F)F	12	10%	i	8%	4%	6%	3	7%	3%
CC(C)CC(=O)Nc1nnn(C)n1	4	8%	i	8%	12%	-3%	5	-5%	0%
COc1ccccc1N/C(N)=N/c1nc(CSc2ccc(C)cc2)cc(=O)[nH]1	11	44%	i	-1%	6%	-6%	12	-10%	10%
CCCNC(=O)c1c[nH]c2ccc(S(=O)(=O)N(C)c3ccc(OCC)cc3)cc2c1=O	11	-7%	i	7%	11%	5%	10	-4%	-4%
CCCN(CCC)CCCNC(=O)CC1Nc2ccccc2NC1=O (stereo not drawn)	0	-5%	i	5%	-6%	4%	15	-1%	-8%
Cn1nnc2cc(C(=O)NCCC3=CCCCC3)ccc21	5	0%	i	11%	4%	-4%	0	0%	-4%
CCC1CCCCN1C(=O)C1CC(c2cc(Cl)c(OC)cc2OC)=NO1 (stereo not drawn)	3	18%	i	15%	8%	-2%	6	9%	6%	PMK inhibit pilot replicates=2.0;MK inhibit pilot replicates=7.5;DPM-DC inhibit pilot screen %=5.5
COc1cccc(-n2nnnc2SCC(=O)Nc2cccc(C)n2)c1	6	0%	i	11%	-1%	-8%	13	6%	2%
CCOC(=O)c1cc2sc(C)cc2n1CC(=O)N1CCOCC1	5	-6%	i	10%	-6%	5%	8	2%	-5%
CCc1ccc(NC(=O)c2cnc3scc(C)n3c2=O)cc1	14	-7%	+	1%	-5%	-3%	4	4%	-4%
CCCCN(C)CCCNC(=O)Cn1c(=O)sc2ccccc21	9	-1%	i	9%	5%	-5%	0	0%	11%
O=C(c1cccn2c(=O)c3ccc(Cl)cc3nc12)N1CCN(Cc2ccc3c(c2)OCO3)CC1	7	1%	.	3%	11%	7%	22	12%	0%
Cc1nc(C(C)(C)O)n(-c2ccccc2)n1	9	6%	i	11%	15%	-9%	3	3%	-10%
CCC(C(=O)Nc1cc(C)nn1-c1nc(C)cc(C)n1)c1ccccc1 (stereo not drawn)	4	8%	i	8%	4%	6%	11	8%	0%
Cc1cccc(C2CC(c3ccccc3)Nc3ncnn32)c1 (stereo not drawn)	14	0%	i	2%	1%	-3%	16	-6%	-10%
CC(=O)C1C(c2cccc(Oc3ccccc3)c2)NC(=O)NC1(O)C(F)(F)F (stereo not drawn)	0	8%	i	13%	3%	-2%	20	-11%	-1%
O=C(Cn1nnc(-c2ccccc2NC(=O)C2CC2)n1)NC1CCCCC1	9	-1%	i	6%	4%	3%	6	3%	-13%
O=C(Nc1cccc(F)c1)NC1CC2CCCC(C1)N2C1CC1 (stereo not drawn)	10	.	i	7%	8%	2%	2	-4%	.
Nc1nc2ccc(OC(F)(F)F)cc2s1	5	34%	i	16%	.	0%	7	-4%	14%	PMK inhibit pilot replicates=3.5;MK inhibit pilot replicates=4.0;DPM-DC inhibit pilot screen %=4.5
Cc1cc2n(c1)CCn1c(C)ccc1-2	2	-6%	i	13%	2%	2%	0	-1%	1%
O=C(Cn1c(=O)n(Cc2ccco2)c(=O)c2cc(Cl)ccc21)NCC1CCCO1 (stereo not drawn)	2	-10%	i	-1%	-1%	0%	13	-1%	-2%
O=C(Nc1ccc(-c2nc3ccccc3o2)c(O)c1)c1cc(-n2cnnc2)ccc1Cl	12	7%	.	4%	4%	-10%	6	4%	9%

An unsorted share of the library; about 3.5% have a hit in one of these screens.
